Assay outcomes: PubChem, several laboratories
PP1 inh: counter-screen for PP5 inhibitors: inhibitors of human PP1-alpha | purified PP1alpha, OMFP fluorescence | inhibition, % at 6.7 µM | 320,000 tested, 0.9% active | AID 2235;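 active = inhibition above the mean inhibition of all tested compounds plus 3 SD, computed separately for each screening campaign, cut at about 15% in these data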
Target sequence (P62136 whole entry, looked up): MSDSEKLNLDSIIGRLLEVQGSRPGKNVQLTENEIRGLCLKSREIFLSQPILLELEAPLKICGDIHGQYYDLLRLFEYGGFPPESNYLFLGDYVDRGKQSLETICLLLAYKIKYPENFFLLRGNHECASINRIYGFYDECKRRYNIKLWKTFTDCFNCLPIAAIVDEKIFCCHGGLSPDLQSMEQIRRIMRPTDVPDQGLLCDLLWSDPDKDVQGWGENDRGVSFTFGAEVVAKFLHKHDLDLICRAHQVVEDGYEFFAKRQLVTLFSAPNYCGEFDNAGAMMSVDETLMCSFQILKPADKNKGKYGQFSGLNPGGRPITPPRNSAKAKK
GASC-1 inh: inhibitors of human GASC-1 (JMJD2C) demethylase; Q9H3R0; 330,000 tested, 0.069% active; GST-JMJD2C(1-420) H3K9me3 demethylation, DELFIA europium; inhibition, % at 2.35 µM;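 active = more than half of a compound's replicate wells show inhibition beyond 50%, single wells judged on their own value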;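 note: signal counts dimethyl H3K9 product captured on neutravidin plate; 0% = median of DMSO wells and 100% = 0.3 times that DMSO median; strong numbers were not always called active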
Target sequence (Q9H3R0 1-420 limits assumed): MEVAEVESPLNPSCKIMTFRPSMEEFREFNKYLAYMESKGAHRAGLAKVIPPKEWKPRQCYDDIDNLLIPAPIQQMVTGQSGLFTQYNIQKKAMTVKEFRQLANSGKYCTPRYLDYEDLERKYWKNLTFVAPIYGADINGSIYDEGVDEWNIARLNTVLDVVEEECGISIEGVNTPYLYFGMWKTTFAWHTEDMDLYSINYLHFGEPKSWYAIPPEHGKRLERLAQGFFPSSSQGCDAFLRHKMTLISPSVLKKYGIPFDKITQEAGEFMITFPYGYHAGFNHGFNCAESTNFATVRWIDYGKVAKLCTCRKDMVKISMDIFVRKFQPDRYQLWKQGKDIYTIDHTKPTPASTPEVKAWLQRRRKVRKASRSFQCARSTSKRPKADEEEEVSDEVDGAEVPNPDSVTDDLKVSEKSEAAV
Efflux pump inh: inhibitors of Candida antifungal efflux pumps expressed in yeast; S. cerevisiae Candida pump triplex, Nile Red efflux; inhibition, % at 10 µM; 330,000 tested, 0.44% active; AID 485275;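 active = plate passing quality check with inhibition over a set limit, or well fluorescence over plate mean plus 4 SD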;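 note: Nile Red retained in pooled yeast measured as flow cytometry median fluorescence; 0% = buffer negative control and 100% = Enniatin B positive control; higher means more Nile Red kept so more efflux inhibition; some compounds called inactive have numbers as strong as hits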
TPT1 inh: inhibitors of Candida albicans tRNA 2'-phosphotransferase TPT1; recombinant caTPT1, FP RNA substrate dephosphorylation; inhibition, % at 5 µM; 300,000 tested, 0.81% active; AID 1962;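 active = inhibition above the mean of all tested compounds plus 3 SD, set per screening campaign, cut at about 24% in these data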;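 note: plate controls were DMSO alone for no effect and ferristatin control at 100 nM for full effect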
core dimer inh: blocks dimerization of HCV core protein | TR-FRET GST/Flag-core106 dimerization, 1536-well | inhibition, % at 5 µM | 300,000 tested, 0.33% active;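 active = inhibition above the mean of all tested compounds plus 3 SD, set per screening campaign, cut at about 45% in these data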
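Test system: GST/Flag-tagged HCV core106 proteins; Medium: KF-containing HEPES buffer, pH 7.45, DTT, CHAPS, BSA; Times: compound-protein-antibody incubation 4 h at 22.5 °C; Detection: TR-FRET 671 and 617 nm emission; Benchmarks: wells lacking GST-core106 and wells with excess unlabelled core106.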
CTSL1 counter: cathepsin L1 inhibition, PFM18AAP counter-screen; recombinant F. hepatica cathepsin L1, Z-Leu-Arg-MCA fluorescence; inhibition, % at 5.96 µM; 300,000 tested, 0.49% active; AID 1906;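 active = inhibition above the mean of all tested compounds plus 3 SD, set per screening campaign, cut at about 17% in these data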;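 note: 0% = plate median of test compound wells and 100% = 1 µM Z-Phe-Ala-diazomethylketone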
PREPL inhibitor: inhibitors of human prolyl oligopeptidase-like enzyme PREPL. Q4J6C6. recombinant PREPL, fluorescence polarization activity-based probe. inhibition, % at 5.96 µM. 320,000 tested, 0.68% active. AID 2751; in the data active = inhibition above about 43%;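 note: 0% = enzyme with DMSO and 100% = wells lacking enzyme; many of its hits are not listed in these tables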
LYPLA2 inh: counter-screen for PME1 inhibitors: inhibitors of human LYPLA2 | O95372 | recombinant LYPLA2, FP-Rh probe fluorescence polarization | inhibition, % at 5.9 µM | 320,000 tested, 0.38% active | AID 2177;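 active = inhibition above the screen-wide mean plus 3 SD, limit set per campaign, cut at about 26% in these data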;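 note: 0% = LYPLA2 with DMSO and 100% = wells lacking LYPLA2 enzyme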
Target sequence (O95372 whole entry, looked up): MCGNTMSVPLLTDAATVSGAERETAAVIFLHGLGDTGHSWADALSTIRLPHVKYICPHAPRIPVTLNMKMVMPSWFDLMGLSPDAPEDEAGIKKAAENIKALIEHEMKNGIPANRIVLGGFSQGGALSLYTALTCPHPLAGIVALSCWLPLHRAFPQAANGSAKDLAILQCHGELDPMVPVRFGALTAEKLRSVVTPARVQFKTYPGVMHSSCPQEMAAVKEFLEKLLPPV
PP5 inh: inhibitors of human protein phosphatase 5 (PP5); P53041; purified PP5c, OMFP substrate fluorescence; inhibition, % at 6.7 µM; 320,000 tested, 0.18% active; AID 1987;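 active = inhibition above the campaign's mean inhibition across all tested compounds plus 3 SD, cut at about 9.5% in these data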;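 note: 0% = DMSO only and 100% = 100 µM cantharidin control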
Starred values were filed as active, the others as inactive; i = inactive; . = no result given; & = joins results of further samples.

SMILES | PP1 inh | GASC-1 inh | Efflux pump inh | TPT1 inh | core dimer inh | CTSL1 counter | PREPL inhibitor | LYPLA2 inh | PP5 inh
NC(=O)COC(=O)CC12CC3CC(CC(C3)C1)C2 | 0 | -9 | 0.0 | -3 | -5 | -1 | 7 | 4 | -0.5
O=C(CNS(=O)(=O)c1ccc(Br)s1)NCc1ccc2c(c1)OCO2 | -2 | 10 | 0.6 | 0 | 2 | -14 | 0 | 2 | 5.4
Nc1ccc(S(=O)(=O)Nc2ccnn2-c2ccccc2)cc1 | -1 | -41 | -0.1 | -5 | 8 | 4 | 4 | -6 | -0.2
COc1ccccc1CNS(=O)(=O)c1cccc2nsnc12 | -2 | -1 | 0.1 | 2 | -8 | 3 | 0 | -10 | -2.6
CCN(Cc1cc(OC)c(OC)c(OC)c1)C(=S)Nc1cccc(SC)c1 | -1 | 1 | 0.0 | -1 | 1 | 1 | 0 | 6 | -0.8
CCN1/C(=C/c2cc[n+](CCCS(=O)(=O)[O-])c3ccccc23)Sc2ccccc21 | 1 | 3 | 0.0 | 48* | -19 | -3 | 29 | 1 | 0.9
COCCn1nnnc1C(c1cccc(C(F)(F)F)c1)N1CCOCC1 (configuration not stated) | -5 | -6 | 0.1 | -1 | -2 | -2 | -11 | -3 | 1.4
O=C(Nc1nccs1)c1ccccc1Br | -2 | -25 | -0.1 | -4 | -1 | 2 | 7 | 7 | -0.5
O=C(COc1ccccc1Cl)c1ccc2c(c1)CCCC2 | -2 | 13 | 0.1 | 6 | 0 | 0 | 4 | -1 | 3.2
CC1(C(=O)OCC(=O)Nc2ccccc2)CC1(Cl)Cl (configuration not stated) | 0 | -1 | 0.1 | 3 | 2 | -8 | -3 | 0 | -2.4
O=C(COC(=O)c1cc(Br)ccc1O)Nc1cccnc1Cl | -9 | 19 | -0.1 | -2 | 3 | -4 | -9 | 2 | 0.5
CCc1cccc(NC(=O)COC(=O)c2cc([N+](=O)[O-])ccc2N2CCOCC2)c1 | -1 | 0 | 0.0 | 1 | 2 | -32 | 22 | 0 | 3.7
O=C(O)c1ccccc1-c1ccccc1C(=O)NCCCO | 1 | -1 | -0.4 | 0 | -2 | -3 | -3 | -4 | 2.6
CCC(c1nnnn1Cc1ccccc1)N1CCN(c2ccccc2)CC1 (configuration not stated) | -3 | -13 | 0.1 | 0 | 4 | 3 | -19 | 2 | 0.1
CCCCN1CC[C@H]2C=CC[C@@H](C(=O)Nc3ccccc3)[C@H]2C1=O | -1 | -2 | 0.1 | -4 | 0 | -6 | -6 | 4 | -0.6
OCCC1CN(Cc2cccc3nccnc23)CCN1Cc1ccc(F)cc1 (configuration not stated) | -7 | -3 | -0.2 | -13 | 2 | -3 | 17 | 4 | -2.0
COc1ccc(C(=O)Nc2nc3cc4c(cc3s2)OCO4)c(OC)c1 | 2 | 3 | -0.1 | -5 | 15 | 4 | 7 | 5 | -0.3
O=C1c2ccccc2C(=O)N1C/C=C/c1ccccc1 | 1 | i | 0.0 | 2 | -3 | 2 | 3 | 18 | -0.7
COc1ccc(Cc2nnc(SCC(=O)NC3CCCC3)o2)cc1 | 2 | -12 | -0.2 | -9 | 0 | 6 | 15 | 7 | -0.9
CCc1cccc(CC)c1N(COC)C(=O)Cn1cnc2ccccc21 | -3 | -3 | 0.1 | 1 | 0 | 6 | -5 | -1 | 2.0
CCCCNC(=S)Nc1ccc2nc(N3CCN(CC)CC3)cc(C)c2c1 | -2 | 54 | 0.0 | 2 | 0 | 7 | 23 | 2 | -0.5
CCC(C)NS(=O)(=O)c1ccc(N)cc1 (configuration not stated) | 1 | 4 | 0.1 | -2 | -5 | -1 | -8 | -3 | 1.7
CCOC(=O)[C@H]1[C@H]2COc3ccc(C)cc3[C@@H]2N2C(=O)c3cc(F)c(F)cc3NC(=O)[C@@]12C | 1 | 3 | . | 2 | -5 | -1 | 3 | -4 | 3.9
CCN1C(=O)C2CCCCN2c2ccc(C(=O)NCCOC)cc21 (configuration not stated) | -1 | 0 | -0.1 | 1 | 4 | -2 | -4 | -1 | 0.2
Clc1ccc(Oc2nc(Oc3ccc(Cl)cc3)nc(N3CCOCC3)n2)cc1 | 0 | -3 | 0.2 | 2 | 1 | 7 | 15 | -1 | 3.2
CC(=O)c1cccc(CN2CCCC(CCC(=O)NCc3ccccc3F)C2)c1 (configuration not stated) | -4 | 12 | 0.1 | 2 | 0 | -4 | 19 | 4 | 1.8
O=C(NCCCN1CCCC1=O)c1cccc(S(=O)(=O)N2CCN(c3ccc(F)cc3)CC2)c1 | 0 | 0 | 0.0 | -1 | 3 | 16 | -35 | 0 | -1.0
Cc1noc(C)c1C(=O)OCC(=O)NCCc1ccc(Cl)cc1 | 1 | -3 | 0.0 | 2 | 2 | -1 | -3 | -1 | -0.1
C=CCN1C(=O)C(Cc2cccc(C)c2)SC1=Nc1ccc(C(=O)O)cc1 (configuration not stated) | -2 | 23 | 0.0 | 0 | -5 | -1 | 4 | 0 | 3.9
O=C(CSc1ccccc1)Nc1ccccc1C(=O)N1CCCC1 | -7 | 2 | 0.1 | 2 | -13 | 0 | 11 | -1 | 2.5
CCCCN(C(=O)CCSc1ccc(F)cc1)c1c(N)n(Cc2ccccc2)c(=O)[nH]c1=O | -5 | 1 | -0.1 | 1 | 8 | 0 | -1 | 2 | 0.4
O=C(CSc1nnnn1Cc1ccccc1)Nc1ccccc1 | -5 | 0 | 0.1 | -1 | -2 | 9 | -25 | -2 | -1.5
Cc1noc(/C=C/N(C)C)c1S(=O)(=O)N(C)CC(=O)NC1CCCCC1 | -4 | 3 | -0.1 | 5 | -7 | 5 | 6 | -4 | 0.4
Cc1cc(C)n(CC(O)COc2ccc(C(C)C)c(C)c2)n1 (configuration not stated) | 3 | -4 | 0.0 | -1 | -11 | 1 | 3 | 2 | 1.1
O=C(N/N=C/c1cccnc1)c1ccccc1[N+](=O)[O-] | -2 | -13 | -0.1 | 0 | -5 | 1 | 10 | 1 | -0.2
CCCN1CNC(=S)N(c2cccc(C)c2C)C1 | 2 | 2 | -0.1 | -2 | -5 | 1 | 7 | 2 | 1.6
CCN(C1CCCCC1)S(=O)(=O)c1ccc(OC)c(C)c1 | 4 | 0 | 0.1 | -4 | 13 | -3 | -18 | 2 | 5.7
COc1cccc(OCC(O)CN2CCC(CN3C(=O)c4cccc5cccc(c45)C3=O)CC2)c1 (configuration not stated) | -4 | -10 | 0.2 | -3 | -4 | 33* | 6 | 39* | 8.1
O=P(c1ccccc1)(c1ccccc1)C(c1ccco1)N1CCOCC1 (configuration not stated) | 2 | 9 | 0.0 | 3 | -7 | 0 | 1 | 0 | -0.2
COc1cccc(C(=O)Nc2cccc(-c3ccc4nncn4n3)c2)c1OC | -1 | -4 | 0.0 | 3 | 6 | 2 | -1 | -1 | 1.1
O=C(NC1CCCC1)NS(=O)(=O)c1ccccc1Cl | -5 | 3 | -0.1 | -1 | -2 | -1 | -3 | -2 | 1.3
N#CCCn1c(-c2nonc2NC(=O)c2ccccc2Cl)nc2ccccc21 | -4 | -1 | 0.1 | 0 | 8 | -4 | -2 | 1 | 0.2
O=C(Cc1noc2ccccc12)Nc1ccc(Cl)cc1 | 4 | 3 | 0.2 | 2 | -9 | 0 | 0 | 2 | 4.6
O=C(Nc1cccc(N2C(=O)C=CC2=O)c1)c1cccs1 | 2 | 6 | 0.1 | 5 | 12 | 6 | 10 | -29 | -0.8
CCC(C)(C)NC(=O)C(c1cccs1)N(CC1CCCO1)C(=O)Cn1nnc2ccccc21 (configuration not stated) | -1 | 10&5 | 0.1 | 8 | 2 | -3 | 9 | -8 | 2.5
O=C(CCN1C(=O)/C(=C\c2ccccc2)SC1=S)NCCCN1CCOCC1 | -7 | 6 | 0.8 | 1 | -15 | 1 | -27 | -13 | 2.5
Cc1cccc(-n2cc(CN3CCN(c4ccccn4)CC3)c(-c3cccc(F)c3)n2)c1 | -1 | 1 | 0.0 | 1 | -1 | -9 | -2 | -2 | 2.6
N#Cc1c(N)n(CCCN2CCOCC2)c2nc3ccccc3nc12 | -2 | . | -0.1 | -1 | 4 | 3 | 14 | 5 | 0.8
COc1ccc(C(C)=O)cc1CSc1nnc(-c2ccccc2O)n1-c1ccccc1 | 1 | -5 | -0.2 | 0 | 9 | 0 | 0 | 2 | 1.8
CCN(CC)S(=O)(=O)c1ccc(N=Cc2c(C)c(C#N)c(=O)n(C)c2O)cc1 | 0 | 7 | 0.6 | 12 | -8 | -1 | -1 | -7 | 0.7
CCC(=O)NC(=S)Nc1ccc(S(=O)(=O)NC(C)=O)cc1 | -7 | -2 | -0.1 | -6 | -6 | -2 | 14 | -1 | 1.6
CCOC(=O)N1CCN(C(=O)c2ccc3c(=O)n(CC4CCCO4)c(=S)[nH]c3c2)CC1 (configuration not stated) | 0 | 8 | 0.1 | -9 | -2 | -5 | -3 | 6 | 1.2
CCCN(CC(=O)Nc1ccccc1OC)C(=O)CSC(=S)N1CCCC1 | 6 | -1 | 0.0 | . | . | . | -2 | 4 | 3.9
COc1ccc([N+](=O)[O-])cc1NC(=O)COC(=O)c1ccc(O)cc1 | -8 | -9 | 0.3 | -1 | 5 | -11 | 3 | -13 | 3.5
O=c1cc(C(O)C[N+](=O)[O-])occ1OCc1ccccc1 (configuration not stated) | 0 | 8 | 0.1 | 7 | 3 | 0 | 6 | -4 | 0.9
Cc1ccc(-n2[nH]c(C)c(C=Nc3cc(C)ccn3)c2=O)cc1 | -8 | 2 | 0.0 | 4 | -11 | 8 | 10 | 0 | 0.9
CCOC(=O)N1CCC(NC(=O)c2cccc3c2C(=O)N(c2ccc(OC)cc2)C3)CC1 | 0 | -9 | 0.1 | -4 | 59* | 4 | -1 | 5 | 1.3
CCOC(=O)c1cc2c(n(-c3ccc(C)cc3)c1=O)CCCC2=O | -2 | 7 | 0.1 | 2 | 1 | -2 | 4 | -1 | 2.9
CCOC(=O)C1(Cc2cccc(OC)c2)CCCN(C(=O)c2ccccc2C)C1 (configuration not stated) | -3 | 0 | 0.0 | 0 | 3 | -3 | 0 | 3 | 0.0
CCOC(=O)c1c(N)c(C#N)c2n1CCCCC2 | 11 | -3 | -0.2 | -2 | -5 | 4 | 6 | -8 | -3.3
CCCCC(=O)NC(NC(=S)N1CCCCCC1)C(Cl)(Cl)Cl (configuration not stated) | 1 | -6 | 0.1 | 1 | 2 | 4 | -2 | -3 | 1.1
CCC(C(=O)N(C(C)C)C(C)C)c1ccccc1 (configuration not stated) | 0 | -12 | -0.5 | . | . | . | 22 | 2 | -0.6

Some of the compounds tested; the hit share may differ from the screen's.
